Screening results deposited in PubChem by National Center for Advancing Translational Sciences (NCATS).
uPA generation: qHTS for Inhibitors of Cell Surface uPA Generation | 0.31% of 330,000 active | AID 540303, 2011 | Potency, µM (top dose mostly 38.3 µM), for inactives: at the top dose activity change, negative = inhibition, actives largely listed as inhibitors | cell surface uPA generation assay, qHTS; active means well fitted inhibition curve with a large enough effect; inconclusive means small, poorly fitted or top-dose-only effect; inactive means no such curve, though single readings can be large or run the other way; tested in mouse RAW 264.7 cells; further: potency means the concentration at half of the fitted maximal effect; on the % scale 0 is the no-effect control and ±100 the full control effect; nearly all actives have a fitted effect of over 55% in size
USP2a block: qHTS Assay for Inhibitors of Ubiquitin-specific Protease USP2a Using CHOP2 as the Reporter | Potency, µM (doses to about 38.3 µM), for the others: at the highest dose activity change, negative = inhibition, actives largely listed as inhibitors | USP2 core, Ub-CHOP2 coupled fluorogenic reporter, 485/531 | Ubiquitin carboxyl-terminal hydrolase 2 (Homo sapiens), O75604 | 0.01% of 330,000 active | AID 463254, 2010;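 further: potency means the concentration at half of the fitted maximal effect; plate controls were DMSO wells for no effect and full inhibition by NEM control for full effect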
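USP2 core (10nM final) preincubated 30min RT with compound in 20mM Tris-HCl pH 8.0, 2mM CaCl2, 2mM beta-mercaptoethanol, 0.05% CHAPS; 25nM Ub-CHOP2 plus 25nM reporter substrate added, fluorescence (Ex485/Em531) read after 60min.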
Tb PFK block: qHTS Assay to Find Inhibitors of T. brucei phosphofructokinase; Potency, µM (titrated, usually from 57.5 µM), for the others: at the highest dose activity, negative = inhibition, actives largely listed as inhibitors; T. brucei PFK, ADP-Glo luminescence; 0.17% of 330,000 active; ATP-dependent 6-phosphofructokinase (Trypanosoma brucei brucei), O15648;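 further: potency means the concentration at half of the fitted maximal effect; 0% = uninhibited 1x PFK enzyme wells and -100% = no-enzyme wells; nearly all actives have a fitted effect of over 60% in size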
Target sequence (O15648 whole entry, looked up): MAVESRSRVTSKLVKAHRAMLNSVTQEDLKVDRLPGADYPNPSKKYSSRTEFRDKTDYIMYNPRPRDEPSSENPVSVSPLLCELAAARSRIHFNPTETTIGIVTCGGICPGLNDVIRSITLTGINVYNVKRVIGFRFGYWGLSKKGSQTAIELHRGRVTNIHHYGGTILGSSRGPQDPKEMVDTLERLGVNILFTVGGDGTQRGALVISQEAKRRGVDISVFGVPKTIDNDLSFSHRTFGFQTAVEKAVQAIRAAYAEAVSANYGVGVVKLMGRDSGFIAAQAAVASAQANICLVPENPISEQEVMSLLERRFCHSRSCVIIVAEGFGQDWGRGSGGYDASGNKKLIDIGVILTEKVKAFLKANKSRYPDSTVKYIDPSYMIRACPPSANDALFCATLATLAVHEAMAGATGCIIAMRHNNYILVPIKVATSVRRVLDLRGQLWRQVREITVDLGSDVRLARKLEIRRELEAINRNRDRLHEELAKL
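Activity is normalized to no-enzyme wells (full inhibition) and 1.25 nM enzyme wells (no inhibition). Reaction: 0.5 mM F6P, 0.1 mM ATP, 45 min RT, ADP-Glo luminescence; concentration-response curves fitted and classed by quality.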
BCR signal inh: qHTS Assay to Find Inhibitors of Chronic Active B-Cell Receptor Signaling. ABC-DLBCL IkBa-CBG/CBR reporter, luminescence ratio, 4 h. Potency, µM (doses to about 46.1 µM), for the others: at the highest dose ratio change, negative = lower green/red ratio, most hits filed as inhibitors. 0.05% of 340,000 active; active means well fitted inhibition curve with a large enough effect in the signal ratio, with a control signal flat, not every such curve was filed as active; inconclusive means small, poorly fitted or top-dose-only effect, or effect the other way, or a change in a side signal; the % refers to the signal ratio;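 further: potency means the concentration at half of the fitted maximal effect; plate controls were basal doxycycline-induced cells for no effect and cells given 10 µM MG132 for full effect; MG132 reads +100%, hits lower the ratio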
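TMD8 ABC-DLBCL cells carrying doxycycline-inducible green luciferase fused to IkappaBalpha plus unfused red luciferase were exposed to compounds (up to 46 uM) for 4 hrs at 37C. Activity came from the overlap-corrected green/red luminescence ratio.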
TCR act: Activators of T cell receptors: qHTS campaign; primary human leukocytes, anti-CD3, IL-2 HTRF, 48 h; Potency, µM (titrated, usually from 9.22 µM), for inactives: at the top dose activation of IL-2 secretion, most hits filed as activators; AID 504894, 2011; 330,000 tested, under 10 active; further: % of control where 0% means no effect
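IL-2 release read by HTRF sandwich (Eu cryptate donor, d2 acceptor, 665 nm emission) after 48 hr exposure of primary human leukocytes to compound together with anti-CD3 beads in the absence of co-stimulatory signals.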
B2AR arrestin: qHTS assay of beta-arrestin-biased ligands of beta2-adrenergic receptor | Beta-2 adrenergic receptor (Homo sapiens), P07550 | beta-arrestin recruitment to beta2AR, cell-based reporter | Potency, µM (doses to about 46.1 µM), for inactives: at the highest dose activation, usual class: activators | 0.02% of 330,000 active;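 further: potency means the concentration at half of the fitted maximal effect; 0% = DMSO controls and full agonism = EC100 isoproterenol or metaproterenol; nearly all actives have a fitted effect of over 65% in size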
Target sequence (P07550 whole entry, looked up): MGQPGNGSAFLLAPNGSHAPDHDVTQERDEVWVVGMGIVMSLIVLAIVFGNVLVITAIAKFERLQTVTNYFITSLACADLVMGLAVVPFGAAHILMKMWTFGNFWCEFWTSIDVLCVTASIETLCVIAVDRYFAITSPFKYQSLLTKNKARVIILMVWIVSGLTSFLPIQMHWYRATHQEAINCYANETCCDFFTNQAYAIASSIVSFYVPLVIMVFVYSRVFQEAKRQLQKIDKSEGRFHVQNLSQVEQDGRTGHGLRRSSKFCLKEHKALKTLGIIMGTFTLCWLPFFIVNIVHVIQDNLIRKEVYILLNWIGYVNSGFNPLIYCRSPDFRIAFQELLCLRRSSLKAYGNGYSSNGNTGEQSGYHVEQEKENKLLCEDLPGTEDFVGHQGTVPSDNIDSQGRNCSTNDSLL
TSHR antag: Antagonists of the Thyroid Stimulating Hormone Receptor: HTS campaign; TSHR-expressing cells, TSH-stimulated cAMP HTRF, 2 h; active compounds read low; 0.2% of 330,000 active; activity change, negative = inhibition, % at 11.5 µM;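 active means activity change below a set negative limit, meaning inhibition stronger than a set level, cut at about -70% in these data; inconclusive means activity change between two set negative limits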; further: on the % scale 0 is the no-effect control and ±100 the full control effect
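Cell-based HTRF cAMP assay; TSHR cells + compound, TSH EC80 (4nM final), 2 h, 37 deg C. Lysis with anti-cAMP cryptate and cAMP-d2, 30 min RT, read 665/620 nm.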
TSG101-PTAP inh: qHTS Assay for Iinhibitors of HIV-1 Budding by Blocking the Interaction of PTAP/TSG101; 340,000 tested, under 10 active; Potency, µM (series often up to 115 µM), inactives show top-dose activity change, negative = inhibition, usual class: inhibitors; Fluorescence polarization, FITC-PTAP peptide / Tsg101 binding; AID 493005, 2010; Tumor susceptibility gene 101 protein (Homo sapiens), Q99816; active means well fitted inhibition curve with a large enough effect in the main read-out, with a control signal flat, not every such curve was filed as active; inconclusive means small, poorly fitted or top-dose-only effect, or effect the other way, or a change in a side signal; inactive means no such curve, though single readings can be large or run the other way; further: potency means the concentration at half of the fitted maximal effect; % of control where 0% means no effect
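Compounds were pin-transferred onto Tsg101 binding domain (10 uM final) in HEPES pH 7.5 buffer, then FITC-PTAP peptide was added at 50 nM final. After 20 min at RT, polarization reported peptide displacement across a qHTS concentration series.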
ELG1 repair inh: qHTS screen for small molecules that inhibit ELG1-dependent DNA repair in human embryonic kidney (HEK293T) cells expressing luciferase-tagged ELG1; HEK293T ELG1-luciferase reporter, luminescence, 16 h; DNA damage induced by 5-fluorouridine; Potency, µM (doses to about 46.1 µM), for inactives: at the highest dose activity change, negative = inhibition, hits mostly inhibitors; 2.3% of 330,000 active; AID 504467, 2011; further: potency means the concentration at half of the fitted maximal effect; on the % scale 0 is the no-effect control and ±100 the full control effect; nearly all actives have a fitted effect of over 55% in size
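Cells (2,000 per well) received 5-fluorouridine plus test compound or DMSO and were incubated 16 hr at 37 °C, 5% CO2. Luciferase activity was read by luminescence 30 min after ONE-Glo addition; signal suppression marked inhibition of damage-induced ELG1 function.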
Mito fusion yeast: qHTS Assay for Small Molecule Inhibitors of Mitochondrial Division or Activators of Mitochondrial Fusion. S. cerevisiae fusion-defective mutant growth rescue, CellTiterGlo 48 h. Potency, µM (doses to about 46.1 µM), without a hit: top-dose growth rescue (activation), usual class: activators. 0.23% of 320,000 active. AID 485298, 2010;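 further: potency means the concentration at half of the fitted maximal effect; % of control where 0% means no effect; nearly all actives have a fitted effect of over 45% in size; temperature-sensitive fusion mutants such as fzo1-1 at 37 °C on non-fermentable ethanol glycerol medium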
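S. cerevisiae fusion-defective temperature-sensitive mutants (e.g. fzo1-1, mgm1-5) grown 48 h at 37C in YPEG (ethanol/glycerol non-fermentable) medium with 23 nl compound per well; growth rescue read as CellTiterGlo luminescence.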
Eya2 phos inh: qHTS Assay for Inhibitors of the Phosphatase Activity of Eya2 | Protein phosphatase EYA2 (Homo sapiens), O00167 | recombinant Eya2, OMFP fluorescence dephosphorylation (OMFP is methylfluorescein phosphate) | Potency, µM (highest dose often 76.9 µM), for the others: top-dose activity, negative = inhibition, most hits filed as inhibitors | 0.006% of 330,000 active | AID 488837, 2010; further: potency means the concentration at half of the fitted maximal effect; on the % scale 0 is the no-effect control and ±100 the full control effect
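Eya2 (0.2 uM) preincubated 10 min at ambient with compound, then OMFP substrate added at 50 uM; 10 min reaction in 50 mM HEPES pH 7.5, 50 mM NaCl, 5 uM MgCl2, 0.05% BSA, 1 mM DTT. Fluorescence read at Ex 485/Em 525 nm.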
* = called active by the depositor; ? = inconclusive; · = no result given; & = joins results of further samples; [ ] = another dose, or the depositor's remark. Unless noted, the call rests on the fitted dose curve; in most records, active means well fitted curve in the direction sought with a large enough effect; inconclusive means small, poorly fitted or top-dose-only effect, or another doubt; inactive means no such curve, though single readings can be large; an effect the other way counts as inactive or inconclusive.

Each structure is followed by: TSG101-PTAP inh	Mito fusion yeast	TSHR antag	ELG1 repair inh	Eya2 phos inh	BCR signal inh	USP2a block	B2AR arrestin	TCR act	Tb PFK block	uPA generation
- O=C(CCc1ccccc1)NCC1OCCc2ccccc21 (stereo unspecified)
  -3%	-3%	-3	-8%	8%	1%	0%	0.1%	4%	7%	-2%
- CC(C)Oc1cccc(C(=O)C2CCCN(C(=O)CCc3cnn(C)c3)C2)c1 (stereo unspecified)
  ·	-2%	-19	?	-4%	0%	0%	2.7%	-2%	-2%	?
- Cc1cc(C)c2oc(C(=O)N(Cc3ccc(F)cc3)C3CCS(=O)(=O)C3)cc(=O)c2c1 (stereo unspecified)
  -2%	-15%	-8	0%	-1%	-1%	1%	0.2%	8%	3%	-7%
- CC1(c2ccc(Cl)cc2)NC(=O)N(CC(=O)N2CCc3ccccc3C2)C1=O (stereo unspecified)
  -7%	12%	93	-26%	-6%	?	-10%	5.3%	1%	-12%	-5%
- CC(=O)Nc1nc2ccccc2n1CCOc1ccccc1
  -7%	24%	21	?	4%	-4%	0%	0.3%	-5%	-9%	-1%
- COc1ccc(NC2=CC(=S)NC(C)(C)C2)cc1
  -5%	0%	31	0%	2%	5%	2%	-0.3%	-2%	3%	0%
- CC1=C(C(=O)OCc2ccccc2)C(c2ccccn2)c2c(n(C)c(=O)n(C)c2=O)N1 (stereo unspecified)
  -2%&-3%	1%	4	?	15%	-2%	2%	0.0%	-1%&1%	-2%	-12%&2%
- Cc1csc(CNC(=O)C2CCC(=O)N(CCCc3ccccc3)C2)n1 (stereo unspecified)
  -3%	-1%	-2	6%	-1%	1%	5%	0.0%	-2%	1%	3%
- Cc1c(C(=O)N(C)Cc2nc3ccccc3c(=O)[nH]2)oc2ccccc12
  -4%	·	-8	?	4%	-1%	1%	-1.2%	-2%	5%	-9%
- CCOC(=O)C1=CN(CC)S(=O)(=O)NC1c1ccc(F)c(Cl)c1 (stereo unspecified)
  -2%	·	40	?	1%	?	2%	-1.0%	-4%[46.1 µM]	2%	-7%
- Cc1nc2c(-c3ccccc3)c(C)nn2c(N)c1-c1ccccc1
  -10%	?	-32	?	-13%	3%	-1%	2.5%	8%[46.1 µM]	1%	-9%
- CCc1ccnc(NC(=O)NS(=O)(=O)c2ccc(C)cc2)c1
  0%	1%	3	?	2%	-5%	0%	-0.5%	-2%	-2%	2%
- CC1CCCCN1C(=O)CCNS(=O)(=O)c1ccc2c(c1)c(=O)n(C)c(=O)n2C (stereo unspecified)
  -1%	-4%	2	14%	-12%	-1%	1%	0.3%	0%	1%	2%
- CC(=O)c1cccc(NC(=O)N2CCCC2C(=O)Nc2ccc3c(c2)OCCO3)c1 (stereo unspecified)
  -1%	-4%	-8	?	-2%	-2%	2%	0.1%	-5%	2%	2%
- Cc1[nH]c2ccccc2c(=O)c1CN1CCCCC1
  2%	1%	11	7%	-3%	0%	2%	-0.1%	-8%	13%	2%
- COc1ccccc1-c1noc2ncnc(Nc3cccc(C)c3C)c12
  0%	-2%	4	0%	-8%	10%	3%	-4.0%	-4%	0%	3%
- CSc1ccccc1C(=O)C1CCCN(C(=O)c2cc(C(C)C)no2)C1 (stereo unspecified)
  -2%	-26%	-21	21%	6%	7%	1%	0.3%	-5%	-4%	-2%
- Cc1cc(C)c[n+](-c2[nH]c(=O)sc2/C=N/NC([S-])=Nc2ccccc2)c1
  ?	-3%	-1	16%	21%	17%	?	-0.1%	9%[46.1 µM]	0%	1%
- N#CC(c1ccc(Cl)nn1)c1ccccc1Cl (stereo unspecified)
  -6%	-1%	-3	2%	12%	-26%	-4%	-0.1%	0%	-6%	-5%
- CCCCn1c(N)c(N(CCC(C)C)C(=O)CSc2nnc(Nc3ccccc3)s2)c(=O)[nH]c1=O
  0%	4%	2	?	-8%	?	0%	-0.5%	18%	-4%	0%
- O=C(O)Cc1sc(Nc2ccccc2)nc1-c1ccc(Cl)cc1
  0%	2%	-7	?	-7%	-11%	3%	-0.9%	-3%	1%	-1%
- CCCCNC(=S)N(C)/N=C/c1ccc(OCc2ccc(C(=O)OC)cc2)c(OC)c1
  0%	1%	-7	?	0%	-23%	4%	-0.9%	1%[46.1 µM]	0%	3%
- O=C(NCc1ccco1)C(=O)c1cn(CC(=O)N2CCCC2)c2ccccc12
  -1%	-4%	3	-7%	3%	?	8%	-0.8%	-1%	-5%	3%
- Cc1nc(N2CCN(S(=O)(=O)c3ccc(F)cc3)CC2)c2c(-c3cccs3)csc2n1
  3%	-1%	-19	?	4%	3%	-13%	0.1%	9%	1%	1%
- Nc1cc(=O)[nH]c(SCC(=O)Nc2ccc([N+](=O)[O-])cc2)n1
  -3%	1%	11	-4%	6%	-5%	-1%	-0.8%	-2%	-15%	5%
- CCC(C)n1c(OC)nc2c1c(=O)n(C)c(=O)n2C (stereo unspecified)
  -1%	5%	-3	-7%	-16%	0%	1%	-0.2%	9%	0%	-3%
- CCCn1ncc(CN2CCN(Cc3ccsc3)C(CCO)C2)c1C (stereo unspecified)
  -5%	0%	2	-1%	-4%	1%	1%	-0.6%	1%	-6%	0%
- COC(=O)C/C(N)=C(\C#N)C(=O)OC
  -5%	-3%	2	16%	-4%	-11%	6%	3.9%	-2%	10%	5%
- CCc1nnc(NC(=O)CSc2nnc(CNc3ccc(F)cc3)n2C2CCCCC2)s1
  -4%	-1%	22	0%	-5%	0%	-3%	0.1%	-1%	3%	2%
- CCOC(=O)C1CCN(C(=O)COc2ccc([N+](=O)[O-])cc2)CC1
  -2%	2%	3	5%	13%	?	2%	-0.4%	1%	-15%	2%
- COc1cc(OC)cc(C(=O)N2c3ccc(F)cc3CCC2C)c1 (stereo unspecified)
  -6%	9%	11	?	-6%	0%	-2%	-0.5%	-3%	-1%	3%
- CCOc1ccc(C(=O)NCc2ccccc2OC)cc1
  1%	10%	-5	?	0%	7%	2%	0.2%	-3%[46.1 µM]	0%	-1%
- O=C(CSc1nnc(-c2ccccc2)n1-c1ccc(Cl)cc1)NC1CCS(=O)(=O)C1 (stereo unspecified)
  -5%	-12%	-6	9%	-9%	8%	1%	-0.6%	4%[46.1 µM]	-1%	4%

As a short view, some entries already given:
Each structure is followed by: TSG101-PTAP inh	Mito fusion yeast	TSHR antag	ELG1 repair inh	Eya2 phos inh	BCR signal inh	USP2a block	B2AR arrestin	TCR act	Tb PFK block	uPA generation
- CCOc1ccc(C(=O)NCc2ccccc2OC)cc1
  1%	10%	-5	?	0%	7%	2%	0.2%	-3%[46.1 µM]	0%	-1%
- O=C(CSc1nnc(-c2ccccc2)n1-c1ccc(Cl)cc1)NC1CCS(=O)(=O)C1 (stereo unspecified)
  -5%	-12%	-6	9%	-9%	8%	1%	-0.6%	4%[46.1 µM]	-1%	4%
